Mtb FBA inh: inhibitors of M. tuberculosis fructose-bisphosphate aldolase. P9WQA3. purified M. tuberculosis FBA, fluorescence read-out. inhibition, % at 1 µM. actives 2.3% (n = 360,000); in the data active means inhibition above about 27%;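 further: 0% = vehicle and 100% = reference inhibitor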
Target sequence (P9WQA3 whole entry, looked up): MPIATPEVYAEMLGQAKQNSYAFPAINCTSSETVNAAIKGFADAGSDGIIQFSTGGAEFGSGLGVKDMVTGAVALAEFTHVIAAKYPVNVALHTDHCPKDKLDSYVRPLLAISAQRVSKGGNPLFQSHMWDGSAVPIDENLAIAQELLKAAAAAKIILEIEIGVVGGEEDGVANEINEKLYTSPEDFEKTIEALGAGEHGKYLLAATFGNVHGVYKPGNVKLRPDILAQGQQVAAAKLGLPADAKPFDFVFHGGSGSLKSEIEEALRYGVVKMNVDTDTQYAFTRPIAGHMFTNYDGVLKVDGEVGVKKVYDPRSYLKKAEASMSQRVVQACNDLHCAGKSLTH
GDH-TPI inh: counter-screen for M. tuberculosis FBA inhibitors: GDH-TPI coupled enzymes | GDH-TPI coupled enzyme counterscreen, NADH absorbance | inhibition, % at 4.8 µM | actives 1.2% (n = 360,000) | AID 588335; in the data active means inhibition above about 30%;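 further: 0% = DMSO wells and 100% = wells lacking the enzyme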
MazEF act: MazEF (E. coli) toxin RNase activation; FAM/BHQ RNA-DNA oligo cleavage fluorescence, 5 h; actives 0.32% (n = 350,000); activation, % at 20 µM; P0AE70; in the data active means activation above about 50%
Target sequence (P0AE70 whole entry, looked up): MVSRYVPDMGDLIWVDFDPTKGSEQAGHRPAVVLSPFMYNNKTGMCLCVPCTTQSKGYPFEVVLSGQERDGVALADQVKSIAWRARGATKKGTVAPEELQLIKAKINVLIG
DUSP3 inh: DUSP3 (human) phosphatase inhibition. P51452. recombinant VHR phosphatase, pNPP absorbance. inhibition, % at 13.3 µM. actives 0.52% (n = 290,000); in the data active means inhibition above about 50%; further: some compounds called inactive have numbers as strong as hits
Target sequence (P51452 whole entry, looked up): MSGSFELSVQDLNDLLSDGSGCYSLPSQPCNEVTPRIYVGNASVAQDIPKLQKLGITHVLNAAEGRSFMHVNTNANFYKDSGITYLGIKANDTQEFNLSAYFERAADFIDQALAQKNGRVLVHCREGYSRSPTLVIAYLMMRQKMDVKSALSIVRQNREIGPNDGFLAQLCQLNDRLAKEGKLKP
Mtb UGM inh: Mtb UDP-galactopyranose mutase inhibition | purified UGM, fluorescence polarization probe displacement | inhibition, % at 10 µM | actives 0.06% (n = 320,000) | AID 504406; in the data active means inhibition above about 10%, passing the limit was not always enough
Mtb BioA inh: inhibitors of Mycobacterium tuberculosis BioA enzyme. actives 0.096% (n = 360,000). purified M. tuberculosis BioA enzyme, plate reader. AID 602481. inhibition, % at 9.99 µM; in the data active means inhibition above about 40%
3CLpro inhibitor: SARS-CoV 3CLpro protease inhibition; P0C6X7; recombinant SARS-CoV 3CLpro, quenched FRET peptide cleavage; inhibition, % at 6 µM; actives 0.14% (n = 290,000); in the data active means inhibition above about 12%
Rv3671c inh: inhibitors of M. tuberculosis serine protease Rv3671c. P9WHR9. inhibition, % at 5.96 µM. actives 0.048% (n = 320,000). AID 2606; in the data active means inhibition above about 38%;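 further: extracellular domain of Rv3671c used as enzyme; 0% = enzyme with DMSO and 100% = no enzyme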
BH1578 lux ind: inducers of Vibrio cholerae quorum light production without autoinducers. activation, % at 18.7 µM. actives 0.16% (n = 350,000). V. cholerae BH1578 lux reporter, luminescence, 6 h. AID 588436; in the data active means activation mostly above about 9.7%, no sharp cut-off; further: not every result past the cut was called active; inactives centre near 0; reference of the scale not given here
SSB-PriA inh: blocks PriA binding to SSB C-terminal tail. AlphaScreen SSBct-PriA binding, biotinylated peptide. inhibition, % at 33 µM. actives 0.6% (n = 430,000); in the data active means inhibition mostly above about 37%, no sharp cut-off; inactive means mostly below about 20%;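 further: plate controls were negative control peptide for no effect and reference peptide for full effect; strong numbers were not always called active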
Active calls of the source: *; i = inactive; nt = not tested or not shown; & = joins results of further samples. These rows are one share of the data (hit frequency here may not be typical).

The line under a structure holds: DUSP3 inh, GDH-TPI inh, Mtb UGM inh, SSB-PriA inh, Mtb BioA inh, 3CLpro inhibitor, Mtb FBA inh, BH1578 lux ind, MazEF act, Rv3671c inh
1. COc1ccccc1C1/C(=C(/O)c2ccccc2)C(=O)C(=O)N1CCO (centres undefined)
→ 20, -9, 0.1, nt, nt, 1, 2, -0.9, -5, -9
2. Clc1ccc2nc(N3CCN(c4ccccc4)CC3)sc2c1
→ 9, -6, 0.7, -18, nt, 2, -1, i, 2, -5
3. O=C(CCc1c[nH]c2ccccc12)NCc1ccncc1
→ 15, 4, 3.1, -12, 1.1, 4, 1, -0.3, 8, 3
4. COC(=O)c1ccc(Cn2cc(/C=C\[N+](=O)[O-])c3ccccc32)o1
→ 4, 20, 2.5, 9, 1.7, 4, -2, 0.2, 11, -10
5. CCN(CC)CCNC(=O)c1ccc2c(=O)n(CCc3ccccc3)c(=O)[nH]c2c1
→ 6, 22, -4.0, 0, -2.4, -4, 7, -2.1, 16, 6
6. O=C(CC1SC(=Nc2ccccc2)N(Cc2ccccn2)C1=O)Nc1cccc(Cl)c1 (centres undefined)
→ 6, 5, 1.6, -6, -0.2, 3, -2, -0.4, -4, -25
7. CCCCN1C(=O)N(c2ccc(Cl)cc2)C(C)(O)CC1(C)C (centres undefined)
→ 14, 1, -5.5, -4, -0.7, 2, -2, -1.1, 1, -1
8. COc1ccc(CCn2ccc(O)c(Cc3ccc(Cl)cc3)c2=O)cc1OC
→ 1, -3, 2.8, -3, 3.4, 0, 1, -0.3, 5, -8
9. C=CCOc1c(Br)cc(CNn2nnnc2N)cc1OCC
→ 3, 3, -0.6, -6, -2.6, 0, 2, -3.0, 1, 0
10. CN1CCN(C(=O)c2ccccc2N(Cc2ccccc2)S(C)(=O)=O)CC1
→ 21, 3, 3.5, -2, -0.5, -2, 2, i, 4, 8
11. CSc1ccccc1NC(=O)CN(C)CC(=O)Nc1ccc(N2CCOCC2)cc1
→ -17, 4, 1.7, 3, nt, 4, 0, -1.0, 9, 9
12. Fc1ccc(N2CCN(c3ccc4c(C(F)(F)F)cc(C(F)(F)F)nc4n3)CC2)cc1
→ 29, -3, -2.5, -13, nt, -1, -3, i, 9, 7
13. Cc1cc(C)c(S(=O)(=O)N2CCN=C2c2ccccc2)c(C)c1
→ -1, 2, -0.2, -3&-18, nt, 2, 5, 2.7, 2, -3
14. Cc1cc2ncc(S(C)(=O)=O)c(N)n2n1
→ 21, -1, 1.2, -9, nt, -3, 2, i, -2, -1
15. CCc1nc2ccc(C(=O)N3CCN(c4ccccc4)CC3)cn2c1N(C)CCC(C)C
→ nt, 15, nt, nt, -0.3, nt, -1, -3.3, nt, nt
16. CC(Nc1[nH]c(=O)n(C)c(=O)c1N=O)c1ccccc1 (centres undefined)
→ 3, 5, 0.4, -3, 0.4, -2, 2, -1.0, -1, -1
17. CCCNC(=O)c1onc(CS(=O)(=O)c2cccc(OC)c2)c1C(=O)NCCC
→ nt, -11, -3.8, -10, 0.3, nt, 3, 1.4, 1, -1
18. CC(O)CCC(=O)NNC1CC(=O)N(c2ccccc2)C1=O (centres undefined)
→ 4, -3, -0.9, -3, 0.0, 2, 0, -0.5, 7, -9
19. COCCn1c(SCC(=O)Nc2ccc3c(c2)OCCO3)nc2c(c1=O)SC(C)C2 (centres undefined)
→ 9, 24, 5.6, -3, 4.4, 3, 3, -0.3, 5, -10
20. Cc1ccc(N2CC(C(=O)N3CCC4(CC3)CC(=O)c3ccccc3O4)CC2=O)cc1 (centres undefined)
→ nt, 4, 1.8, -1, 27, nt, 12, -0.6, 0, -7
21. O=C(COCc1cc(-c2cccs2)on1)NC1CCCCC1
→ 2, 5, 0.1, -8, -2.7, 1, 0, -0.4, -13, -8
22. CN(C)S(=O)(=O)c1ccc(NC(=O)Cn2nc(-c3ccc4c(c3)OCCO4)ccc2=O)cc1
→ nt, 0, nt, 1, -1.1, nt, 1, i, -10, nt
23. CC(C)(C)OC(=O)C[C@H]1C/C=C\C[C@H](CC(=O)N[C@@H](CO)Cc2ccccc2)C(=O)N[C@H](C(C)(C)C)COC1=O
→ nt, 5, nt, -4, -0.2, nt, -2, i, 5, -2
24. COC(=O)C(Cc1ccc(O)cc1)NC(=O)C(C)NC(=O)c1ccc(C(C)(C)C)cc1 (centres undefined)
→ -3, -5, -3.0, -10, 0.1, 1, 1, i, 7, -8
25. COc1cccc(CNC(=O)COC(=O)c2cc([N+](=O)[O-])ccc2N2CCCC2)c1
→ nt, 15, 3.1, 18, -3.1, nt, -7, i, -1, -5
26. Cc1ccc(C)c(NC(=O)CN(C)C(=O)CSC(C)C(=O)Nc2cc(C)on2)c1 (centres undefined)
→ -4, -3, 6.9, -9, 0.5, 1, -1, -1.3, -2, -5
27. CCC(CC)C(=O)N(CCc1ccc(OC)cc1)Cc1nc2ccccc2c(=O)[nH]1
→ 25, 12, -0.7, 13, -1.6, -1, -1, i, -3, -10
28. NC(=S)N/N=C/c1ccc(-c2cccc([N+](=O)[O-])c2)o1
→ 6, 50*, 2.9, nt, nt, -2, -2, -3.4, 8, -4
29. CSc1ccc(CN(C)C(=O)c2cc(=O)[nH]c3ccccc23)cc1
→ 12, 5, -3.3, -1, 3.6, 7, 1, -0.2, -3, 0
30. CCOc1ccccc1NC(=O)CSc1nnc(CCC(=O)Nc2ccccc2F)n1C
→ 30, 6, 1.7, 0, 0.9, -2, -2, -0.9, -1, -12
31. O=C1Nc2c(c(=O)[nH]c(=O)n2-c2ccccc2)C(C(F)(F)F)(C(F)(F)F)N1
→ 34, -12, 0.2, -12, 0.4, 1, 0, 0.1, 8, 7
32. CC1CCCCC1NC(=O)COC(=O)c1cc(=O)[nH]c2ccccc12 (centres undefined)
→ nt, 8, 1.3, -15, -1.3, nt, -1, -6.3, 1, -6
33. COc1cc(C(=O)Nc2cc(C)c(OCC(=O)N3CCOCC3)c(C)c2)cc(OC)c1OC
→ -8, -6, 1.3, -3, 0.5, -5, 0, -0.5, 8, 3
34. CCn1c2ccccc2c2cc(CNCCCN3CCOCC3)ccc21
→ 13, 0, 0.3, -14, 0.5, -2, 1, -1.4, 19, 0
35. Cc1cc(C)n(C(C[N+](=O)[O-])c2ccc(Cl)cc2)n1 (centres undefined)
→ -6, -2, -1.3, 1, nt, -5, 2, -0.6, 2, -5
36. Cc1ccc(CN2CCC(Oc3cccc(C(=O)N(C)CCN(C)C)c3)CC2)cc1C
→ 18, 5, 0.9, 1, 2.0, 3, -3, 0.7, 7, 1
37. COc1ccc(/C=C/C(=O)NC(=S)N2CCCCC2)cc1OC
→ 20, 19, 6.7, 1, -1.8, 3, 1, -0.3, 1, 0
38. Cc1c(NC(=S)N/N=C/c2cccc(O)c2)c(=O)n(-c2ccccc2)n1C
→ 19, 23, -0.4, nt, -0.1, 0, -3, 1.7, 3, -11
39. Cc1ccc(S(=O)(=O)N2CCCC(C(=O)NC3CC3)C2)cc1 (centres undefined)
→ 22, -6, -6.3, -11, -1.0, -5, 2, -0.3, 10, -3
40. O=C(Cc1ccc(Cl)cc1)NCC(=O)N1CCCC1
→ 21, -3, -0.5, -3, -0.1, -4, 2, i, 3, -2

Single records (already shown). Values in the order: DUSP3 inh | GDH-TPI inh | Mtb UGM inh | SSB-PriA inh | Mtb BioA inh | 3CLpro inhibitor | Mtb FBA inh | BH1578 lux ind | MazEF act | Rv3671c inh
Profile of CCC(CC)C(=O)N(CCc1ccc(OC)cc1)Cc1nc2ccccc2c(=O)[nH]1 = 25 | 12 | -0.7 | 13 | -1.6 | -1 | -1 | i | -3 | -10
Profile of Cc1c(NC(=S)N/N=C/c2cccc(O)c2)c(=O)n(-c2ccccc2)n1C = 19 | 23 | -0.4 | nt | -0.1 | 0 | -3 | 1.7 | 3 | -11
Profile of CC1CCCCC1NC(=O)COC(=O)c1cc(=O)[nH]c2ccccc12 (centres undefined) = nt | 8 | 1.3 | -15 | -1.3 | nt | -1 | -6.3 | 1 | -6
Profile of Cc1cc(C)n(C(C[N+](=O)[O-])c2ccc(Cl)cc2)n1 (centres undefined) = -6 | -2 | -1.3 | 1 | nt | -5 | 2 | -0.6 | 2 | -5
Profile of COc1cc(C(=O)Nc2cc(C)c(OCC(=O)N3CCOCC3)c(C)c2)cc(OC)c1OC = -8 | -6 | 1.3 | -3 | 0.5 | -5 | 0 | -0.5 | 8 | 3

Remaining list, next part
The line under a structure holds: DUSP3 inh, GDH-TPI inh, Mtb UGM inh, SSB-PriA inh, Mtb BioA inh, 3CLpro inhibitor, Mtb FBA inh, BH1578 lux ind, MazEF act, Rv3671c inh
41. O=C(CCNS(=O)(=O)/C=C/c1ccccc1)NCCc1c[nH]c2ccccc12
→ -8, 8, 1.3, 14, -1.5, -8, 0, i, 3, -14
42. Cc1c(C(=O)N2CCN(c3ccccn3)CC2)sc2ncnc(N3CCN(c4ccccc4)CC3)c12
→ nt, 2, -1.3, 2, -0.6, -7, -1, i, 4, 6
43. O=C(NCC(=O)N(CCN1CCOCC1)C(C(=O)NC1CCCC1)c1cccnc1)c1cccs1 (centres undefined)
→ -11, -3, -0.5, -11, nt, -2, -2, -0.3, -1, 13
44. CCCCn1c(O)c(N=NC(=O)c2ccccc2NS(=O)(=O)c2cccs2)c2ccccc21
→ -5, -5, -1.9, -10, nt, -1, 2, -0.3, -1, 8
45. O=S(=O)(c1ccc(Br)cc1)N1CCCC1
→ 11, -4, 4.8, -3, -2.4, -7, -2, 1.3, 2, 6
46. O=C(NC(=S)Nc1ccccc1)c1ccc(-c2ccccc2)cc1
→ -2, 1, -0.3, -25, 1.1, 2, -9, i, -3, 1
47. CCN(CC)S(=O)(=O)c1ccc(NC(=O)CSc2nnc(-c3cccc(OC)c3)n2C)cc1
→ 1, -10, 0.9, -5, -0.2, -3, 0, i, 1, 5

Part of the list above in order of length of the SMILES, high to low.
The line under a structure holds: DUSP3 inh, GDH-TPI inh, Mtb UGM inh, SSB-PriA inh, Mtb BioA inh, 3CLpro inhibitor, Mtb FBA inh, BH1578 lux ind, MazEF act, Rv3671c inh
42. Cc1c(C(=O)N2CCN(c3ccccn3)CC2)sc2ncnc(N3CCN(c4ccccc4)CC3)c12
→ nt, 2, -1.3, 2, -0.6, -7, -1, i, 4, 6
44. CCCCn1c(O)c(N=NC(=O)c2ccccc2NS(=O)(=O)c2cccs2)c2ccccc21
→ -5, -5, -1.9, -10, nt, -1, 2, -0.3, -1, 8
41. O=C(CCNS(=O)(=O)/C=C/c1ccccc1)NCCc1c[nH]c2ccccc12
→ -8, 8, 1.3, 14, -1.5, -8, 0, i, 3, -14

Compound activity as filed in PubChem BioAssay.
